TRHR enhancer = TRH receptor (human) allosteric enhancement; P34981; TRHR cells, fluo-8 calcium fluorescence, EC20 TRH enhancement; enhancement, % at 2 µM; actives 0.66% (n = 360,000); in the data active = enhancement above about 30%; also: 0% is about no effect
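TRHR-expressing cells loaded with fluo-8 calcium dye were read kinetically (ex 480/em 530) during compound addition, then stimulated with an EC20 of TRH (10 nM final). Enhancement of the Gq-mediated intracellular calcium response was scored.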
D1 ag = human D1 receptor agonism. activation, % at 2 µM. HEK293 T-REx D1 cells, calcium flux, agonist mode. P21728. actives 1% (n = 360,000); in the data active = activation above about 30%; also: 0% is about no effect
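Tetracycline-induced HEK293 TREx D1 cells, force-coupled to calcium signalling, were dye-loaded with a no-wash calcium kit. Compound was pin-added after a 10 s baseline. Fluorescence was read kinetically at 1 cycle/s for 180 s, with calcium rises flagged as agonism.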
D2 potentiator = positively modulates the human D2 dopamine receptor allosterically. HEK293 T-REx D2, calcium flux, EC20 dopamine potentiation. P14416. actives 0.34% (n = 340,000). potentiation, % at 10 µM;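 active = potentiation over 3 SD above the plate norm, cut at about 30% in these data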; also: 0% is about no effect
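Potentiation of an EC20 dopamine calcium response is measured in a force-coupled, tetracycline-inducible Hek293 Trex D2 line. Compound-only kinetic reads over 180 s flag agonists before dopamine addition.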
Anesthetic bind = binds horse apoferritin like a general anesthetic; Potency, µM (top dose mostly 77.5 µM), for the others: top-dose activity change, negative = displacement, most hits filed as inhibitors; apoferritin/1-aminoanthracene competitive binding, fluorescence; AID 485281; actives 0.074% (n = 350,000); also: potency is read from the fitted curve at half-maximal effect; % is scaled to controls: 0 for no effect and ±100 for the full control effect; nearly all actives have a fitted effect of over 20% in size
Target sequence (P02791 2-175 limits assumed): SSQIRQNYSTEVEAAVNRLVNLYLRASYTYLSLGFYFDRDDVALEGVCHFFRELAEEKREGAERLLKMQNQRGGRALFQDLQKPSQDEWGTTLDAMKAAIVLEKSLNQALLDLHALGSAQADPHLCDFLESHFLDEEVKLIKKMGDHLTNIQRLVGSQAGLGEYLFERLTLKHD
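Horse-spleen apoferritin (10 uM) in 50% saturated 1-aminoanthracene in PBS was incubated 10 min at room temperature with compound. Fluorescence (ex 380, em 535 nm) was normalized to free and bound 1-AMA, with concentration-response fitted by a four-parameter Hill equation.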
RXFP1 ag = RXFP1 (human) receptor agonism. Q9HBX9. Potency, µM (series often up to 57.5 µM), for inactives: top-dose activation, most hits filed as activators. HEK293T-RXFP1 cAMP TR-FRET, 30 min; response scale: percent of porcine relaxin response, buffer zero. actives 0.3% (n = 370,000); also: potency is read from the fitted curve at half-maximal effect; % is scaled to controls: 0 for no effect and ±100 for the full control effect; nearly all actives have a fitted effect of over 60% in size; many of its hits are not listed in these tables
Target sequence (Q9HBX9 whole entry, looked up): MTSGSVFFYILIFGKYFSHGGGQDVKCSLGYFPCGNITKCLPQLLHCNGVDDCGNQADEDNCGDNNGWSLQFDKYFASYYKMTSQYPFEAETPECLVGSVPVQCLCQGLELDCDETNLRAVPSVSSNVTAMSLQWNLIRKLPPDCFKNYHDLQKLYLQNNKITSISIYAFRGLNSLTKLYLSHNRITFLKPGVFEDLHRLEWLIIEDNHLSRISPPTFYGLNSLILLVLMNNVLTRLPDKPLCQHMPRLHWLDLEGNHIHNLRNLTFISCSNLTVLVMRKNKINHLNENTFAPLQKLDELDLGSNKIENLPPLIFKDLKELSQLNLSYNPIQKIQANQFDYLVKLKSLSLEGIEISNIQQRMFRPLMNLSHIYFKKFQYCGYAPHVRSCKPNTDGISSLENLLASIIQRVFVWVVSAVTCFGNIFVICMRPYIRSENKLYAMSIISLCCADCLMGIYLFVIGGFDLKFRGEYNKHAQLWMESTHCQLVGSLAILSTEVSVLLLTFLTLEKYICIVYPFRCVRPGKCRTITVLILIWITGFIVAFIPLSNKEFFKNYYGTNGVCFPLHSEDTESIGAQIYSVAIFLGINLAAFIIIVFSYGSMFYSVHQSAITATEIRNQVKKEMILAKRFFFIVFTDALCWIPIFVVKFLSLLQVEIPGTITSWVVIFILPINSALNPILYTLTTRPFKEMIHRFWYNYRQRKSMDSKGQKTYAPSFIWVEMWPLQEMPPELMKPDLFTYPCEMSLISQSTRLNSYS
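Agonist response is measured as cAMP accumulation in an RXFP1-transfected HEK293T line under PDE4 inhibition. Values are scaled between buffer-only and 29 nM porcine relaxin, and EC50s come from standard Hill equation fits.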
TRHR agonist = activates the human TRH receptor; activation, % at 2 µM; P34981; actives 0.18% (n = 360,000); TRHR cells, calcium flux fluo-8, FDSS agonist mode; in the data active = activation above about 30%; also: 0% is about no effect
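TRHR-expressing cells loaded with fluo-8 calcium dye; 23 nL library compound pin-transferred, kinetic FDSS fluorescence (Ex 480/Em 530) recorded about 180 s for agonist-induced calcium release, before a 10 nM TRH EC20 addition for potentiator mode.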
D1 antagonist = blocks dopamine activation of the human D1 receptor; HEK293 TREx D1 cells, calcium flux, dopamine EC80; hits give low values; actives 3.2% (n = 360,000); activity change, negative = inhibition, % at 10 µM; in the data active = activity change below about -30%; also: % is scaled to controls: 0 for no effect and ±100 for the full control effect
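Compound effects on dopamine-evoked calcium signalling were measured in tetracycline-induced HEK293 Trex D1 cells. Dopamine at EC80 followed a 180 s compound pre-read, and fluorescence was tracked kinetically for 180 s more.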
D1 potentiator = human D1 dopamine receptor positive modulation. P21728. HEK293 TREx D1 cells, calcium flux, dopamine EC20 potentiation. potentiation, % at 10 µM. actives 0.036% (n = 360,000). AID 504651; in the data active = potentiation above about 30%; also: 0% is about no effect
RXFP1 antag = RXFP1 (human) relaxin receptor antagonism | Q9HBX9 | HEK293-RXFP1, relaxin-stimulated cAMP HTRF, 30 min; hits give low values | activity change, negative = inhibition, % at 57.5 µM | actives 0.59% (n = 350,000) | AID 1259400;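 active = activity change of -60% or lower, but not beyond a set lower limit; inconclusive = change between -60% and -40%, or beyond the set limit; inactive = change above -40%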; also: % is scaled to controls: 0 for no effect and ±100 for the full control effect
Numbers without * were called inactive; ? = inconclusive; · = not tested or not shown; & = joins results of further samples; [ ] = another dose, or the depositor's remark. Unless noted, calls follow the shape of the dose curve; as a rule, active = well fitted curve in the direction sought with a large enough effect; inconclusive = small, poorly fitted or top-dose-only effect, or another doubt; inactive = no such curve, though single readings can be large; an effect the other way counts as inactive or inconclusive. Only part of the results is shown (hit frequency here may not be typical).

Each structure is followed by: TRHR enhancer	D1 ag	D2 potentiator	Anesthetic bind	RXFP1 ag	TRHR agonist	D1 antagonist	D1 potentiator	RXFP1 antag
1: COc1cccc(NC(=O)Cn2c(=O)c3cccn3c3ccc(F)cc32)c1
  0	3	4	-3%	?	-0.2	3	-2	-21
2: COc1ccc(-c2noc(COc3ccccc3OC)n2)cc1OC
  -3	2	9	2%	0.4%	0.1	1	-3	·
3: CCOC(=O)C1=C(C)Nc2nc(C)nn2C1c1ccc(OCC)c(OC)c1 (configuration not stated)
  -5	2	0	-4%	2.9%	-0.3	-19	0	5
4: COc1cccc(N2CCN(S(=O)(=O)c3cc(Br)cc4c3N(C(=O)C3CC3)CC4)CC2)c1
  -8	0	1	-7%	-1.1%	0.1	-4	0	·
5: Cc1ccc(Nc2nc3c([nH]2)c(=O)[nH]c(=O)n3C)cc1
  -5	2	-14	-3%	-1.2%	-0.2	-13	4	·
6: Cc1ccc(/C=N/N=C2\SCC(=O)N2CC2CC2)cc1
  -1	3	-6	-10%	1.2%	0.0	-14	1	-21
7: O=C(CCc1ccccc1)Nc1nc2n(n1)C(c1ccccc1)CC(=O)N2 (configuration not stated)
  -13	4	3	-23%	-0.7%	-1.0	-7	-1	8
8: O=C(c1ccco1)N1CCCC(c2nc3c(nnn3Cc3ccccc3)c(=O)[nH]2)C1 (configuration not stated)
  -2	1	16	-8%	-0.1%	0.0	9	3	-8
9: COc1ccccc1C1CCN(C(=O)c2ccc(Cl)cc2)CC1
  -5	3	-4	-7%	-1.8%	0.1	-10	0	-21
10: C/C(=N\NC(=O)CNc1cccc(C)c1)c1ccc(Br)s1
  2	1	6	?	0.9%	0.3	5	0	·
11: CCC(C(=O)OCC(=O)Nc1ccc(C)c(S(=O)(=O)N2CCOCC2)c1)c1ccccc1 (configuration not stated)
  8	28	6	·	-0.5%	-0.6	-10	-13	-4
12: Cc1ccc2c(c1)c1nc3ccccc3nc1n2CCN1CCOCC1
  -2	-4	7	-7%	3.7%	-0.4	-27	-6	20
13: Cc1ccc(S(=O)(=O)N2CCC(C)CC2)c([N+](=O)[O-])c1
  4	3	-7	-14%	-0.1%	0.4	-6	-2	5
14: O=C(Cc1n[nH]c(=O)c2ccccc12)OCC(=O)c1ccc(F)cc1
  6	10	-9	·	1.1%	-0.2	-18	-4	0
15: CCc1ccccc1S(=O)(=O)c1c(C)cc(C)nc1Cl
  -3	2	-2	?	2.1%	0.1	-15	-5	0

One compound at a time (already shown).
CCOC(=O)C1=C(C)Nc2nc(C)nn2C1c1ccc(OCC)c(OC)c1 (configuration not stated) is listed as TRHR enhancer: -5; D1 ag: 2; D2 potentiator: 0; Anesthetic bind: -4%; RXFP1 ag: 2.9%; TRHR agonist: -0.3; D1 antagonist: -19; D1 potentiator: 0; RXFP1 antag: 5
C/C(=N\NC(=O)CNc1cccc(C)c1)c1ccc(Br)s1 is listed as TRHR enhancer: 2; D1 ag: 1; D2 potentiator: 6; Anesthetic bind: ?; RXFP1 ag: 0.9%; TRHR agonist: 0.3; D1 antagonist: 5; D1 potentiator: 0; RXFP1 antag: ·
COc1ccccc1C1CCN(C(=O)c2ccc(Cl)cc2)CC1 is listed as TRHR enhancer: -5; D1 ag: 3; D2 potentiator: -4; Anesthetic bind: -7%; RXFP1 ag: -1.8%; TRHR agonist: 0.1; D1 antagonist: -10; D1 potentiator: 0; RXFP1 antag: -21

3 structures already listed, sorted by heavy-atom count, lowest first:
Each structure is followed by: TRHR enhancer	D1 ag	D2 potentiator	Anesthetic bind	RXFP1 ag	TRHR agonist	D1 antagonist	D1 potentiator	RXFP1 antag
14: O=C(Cc1n[nH]c(=O)c2ccccc12)OCC(=O)c1ccc(F)cc1
  6	10	-9	·	1.1%	-0.2	-18	-4	0
12: Cc1ccc2c(c1)c1nc3ccccc3nc1n2CCN1CCOCC1
  -2	-4	7	-7%	3.7%	-0.4	-27	-6	20
1: COc1cccc(NC(=O)Cn2c(=O)c3cccn3c3ccc(F)cc32)c1
  0	3	4	-3%	?	-0.2	3	-2	-21

Some values from above.
RXFP1 antag, O=C(CCc1ccccc1)Nc1nc2n(n1)C(c1ccccc1)CC(=O)N2 (configuration not stated) stands at 8
RXFP1 ag, COc1ccccc1C1CCN(C(=O)c2ccc(Cl)cc2)CC1 stands at -1.8%
D1 potentiator, C/C(=N\NC(=O)CNc1cccc(C)c1)c1ccc(Br)s1 stands at 0
D2 potentiator, CCc1ccccc1S(=O)(=O)c1c(C)cc(C)nc1Cl stands at -2

Next records:
Each structure is followed by: TRHR enhancer	D1 ag	D2 potentiator	Anesthetic bind	RXFP1 ag	TRHR agonist	D1 antagonist	D1 potentiator	RXFP1 antag
16: Cc1ccc(N(Cc2ccccc2)C(=O)CN2C(=O)NC3(CCCC3)C2=O)cc1
  2	-1	-4	-14%	0.1%	0.3	5	-1	-1
17: CCOC(=O)c1ccccc1NS(=O)(=O)c1ccc(C)cc1
  3	4	-10	-3%	2.2%	-0.5	-3	-3	2
18: OC(CN(c1ccccc1)c1ccccc1)Cn1cnc2ccccc21 (configuration not stated)
  4	0	11	3%	2.6%	-0.5	-4	1	-14
19: CCc1ccc(NC(=O)CSc2nnc(Cc3cccn3C)n2-c2ccc(OC)cc2)cc1
  -4	-2	-4	-15%	-0.2%	-0.2	-8	4	·
20: Cn1c(=O)c2ncn(CC(=O)N/N=C/C=C/c3ccccc3)c2n(C)c1=O
  -4	1	5	-8%	26%	-0.1	6	2	0
21: Cc1ccc(S(=O)(=O)N(C)C)cc1NC(=O)[C@H](Cc1ccccc1)N1C(=O)c2ccccc2C1=O
  -6	2	-9	-4%	0.7%	-0.1	-19	1	-1
22: Cc1ccc(NC(=O)c2cccc(N3CCCS3(=O)=O)c2)cc1
  1	1	-2	-4%	3.7%	-0.1	-7	-1	·
23: Oc1ccccc1Nc1ccccn1
  2	4	7	-7%	-1.5%	0.4	14	-10	-15
24: COc1ccc(C(=O)C2CCCN(C(=O)c3cc4nc(C)cc(C)n4n3)C2)cc1F (configuration not stated)
  5	1	2	-12%	1.9%	-2.2	-6	-6	-26
25: CC(C)(C)c1cc(NC(=O)COC(=O)c2ccc3c(=O)n4c(nc3c2)CCC4)n(-c2ccccc2)n1
  4	1	46*	-20%	1.9%	-0.8	-6	0	-15
26: OC1O[C@H](c2ccc3c(c2)OCO3)[C@H]2CO[C@H](c3ccc4c(c3)OCO4)[C@@H]12 (some centres not stated)
  -6	6	15	-7%	0.0%	0.3	-11	1	·
27: CC(=O)Oc1ccccc1C(=O)NC(C)CCc1ccccc1 (configuration not stated)
  -2	2	14	7%	-2.1%	-2.2	-13	-2	5
28: CCc1ccc(CNC(=O)CN2C(=O)CCn3nc(-c4cn(C)c5ccccc45)cc32)cc1
  0	1	-2	-8%	0.3%	-0.4	-4	-2	-1
29: Cn1cc(CCCC(=O)NCc2ccc(F)cc2)c2ccccc21
  2&-3	2&2	-5&-4	-7%&-10%	?	-0.2&0.1	4&6	-8&6	-4&-13
30: COc1ccc(NC(=O)/C(C#N)=C\c2ccc(-c3cc(C(=O)O)ccc3C)o2)cc1
  7	-3	-6	-8%	-0.3%	-0.7	-7	-8	-1

D2 potentiator, entries above that show a hit.
| # | smiles | TRHR enhancer | D1 ag | D2 potentiator | RXFP1 ag | TRHR agonist | D1 antagonist | D1 potentiator | RXFP1 antag |
| --- | --- | --- | --- | --- | --- | --- | --- | --- | --- |
| 25 | CC(C)(C)c1cc(NC(=O)COC(=O)c2ccc3c(=O)n4c(nc3c2)CCC4)n(-c2ccccc2)n1 | 4 | 1 | 46* | 1.9% | -0.8 | -6 | 0 | -15 |

Next structures:
Each structure is followed by: TRHR enhancer	D1 ag	D2 potentiator	Anesthetic bind	RXFP1 ag	TRHR agonist	D1 antagonist	D1 potentiator	RXFP1 antag
31: Cc1ccc(S(=O)(=O)CCC(=O)OCC(=O)NNC(=O)c2ccc([N+](=O)[O-])cc2)cc1
  -3	1	2	·	2.2%	-0.2	11	-4	6
32: COC(=O)c1ccc(NC(=O)C2CCCN2C(=O)Nc2cccc(C(C)=O)c2)cc1 (configuration not stated)
  0	0	-2	-9%	3.8%	0.2	-1	-1	6
33: Cc1c(Br)c([N+](=O)[O-])nn1CC(=O)Nc1ccc(Cc2ccncc2)cc1
  -4	20	-3	-1%	-1.9%	1.0	-1	-1	-5
34: Cc1ccc(NC(=O)C2C(c3ccccc3)C=CC(c3ccccc3)C2C(=O)O)cc1 (configuration not stated)
  14	1	1	-6%	-0.8%	-0.6	-2	-5	-7
35: O=C(CCNC(=O)c1ccccc1)NCCCc1ccccc1
  6	-1	·	·	0.6%	-0.3	-3	-1	1
36: CCn1c(SCC(=O)NC2=NCCS2)nnc1C(C)NC(=O)c1ccc(Cl)cc1 (configuration not stated)
  -2	1	-11	-5%	-0.7%	0.7	8	4	20
37: COc1ccc(N(CC(=O)NC2CCCCC2)C(=O)CNC(=O)c2ccco2)cc1OC
  6	0	5	-13%	-0.7%	0.2	2	-2	-5
38: Nc1cccc2c1C(=O)N(CCOc1ccccc1F)C2=O
  -2	5	-1	607%[activator]	4.5%	3.0	-9	-11	-2
39: Cc1nc2ccccc2c(=O)n1NC(=O)c1ccc([N+](=O)[O-])cc1Cl
  3	2	1	-7%	5.1%	-0.1	0	-4	13
40: COc1ccc(CC(=O)Oc2ccc(C#N)cc2)cc1
  9	6	-2	-11%	1.3%	0.6	18	1	3
41: O=C(CSc1nnc(Cn2c(=O)sc3ccccc32)n1-c1ccccc1)NCc1ccco1
  40*	0	-5	0%	0.3%	-0.5	-1	-4	·
42: O=C(COC(=O)CNC(=O)c1cccc([N+](=O)[O-])c1)Nc1cccc(S(=O)(=O)N2CCCCC2)c1
  5	3	1	?	1.3%	-0.1	-9	-6	-1
43: O=C(CSc1nnc(CNC(=O)c2c(F)cccc2Cl)o1)Nc1ccc2c(c1)OCCO2
  0	-2	-2	-17%	1.6%	0.2	1	2	1
44: O=C(CCS(=O)(=O)c1ccccc1)N(Cc1cccnc1)c1nc2c(Cl)cccc2s1
  4	3	8	-1%	1.8%	-0.7	4	6	3

Source: PubChem BioAssay
